LAP4 TOR yeast: modulators of TOR pathway LAP4-GFP in S. cerevisiae. S. cerevisiae LAP4-GFP multiplex, flow cytometry GFP, 3 h; median GFP as percent of DMSO wells. GFP response vs DMSO, % at 10 µM. hit rate 0.34% among 320,000. AID 2023;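 active means GFP response vs DMSO above a set limit, about the screen mean plus 3 SD, cut at about 150% in these data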
MEP2-GFP yeast: modulators of TOR pathway MEP2-GFP in S. cerevisiae; GFP response vs DMSO, % at 10 µM; AID 2016; hit rate 0.51% among 330,000; S. cerevisiae MEP2-GFP strain, flow cytometry GFP, 3 h; 100% = DMSO control level;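 active means GFP response versus DMSO above a set limit, roughly screen mean plus 3 SD, cut at about 180% in these data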;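 further: median GFP fluorescence of the barcode-gated MEP2-GFP cells per well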
ZTA DNA inh: counter-screen for EBNA-1 inhibitors: inhibitors of Epstein-Barr virus ZTA | P03206 | ZTA-DNA binding, fluorescence polarization | inhibition, % at 11 µM | hit rate 0.15% among 320,000; in the data active means inhibition above about 33%
AHR act: activates the human aryl hydrocarbon receptor | AHR-responsive luciferase reporter cells, luminescence | activation, % at 5 µM | P35869 | hit rate 2.5% among 320,000 | AID 2796; in the data active means activation above about 47%;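 further: 0% = vehicle wells and 100% = reference agonist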
EBNA-1 inhibitor: blocks EBNA-1 binding to DNA. EBNA-1 DNA binding, fluorescence polarization. inhibition, % at 14.8 µM. hit rate 0.34% among 300,000. AID 1950; in the data active means inhibition above about 28%
proCasp3 act: activators of human procaspase-3. P42574. recombinant procaspase-3 D3A, Ac-DEVD-pNA absorbance 405 nm. activation, % at 8.5 µM. hit rate 0.11% among 330,000;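 active means activation above the mean of all tested compounds plus 3 SD, cut at about 21% in these data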;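 further: 0% = DMSO alone and 100% = DMSO wells spiked with extra 5 µM PC-3 D3A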
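assay system = Procaspase-3 D3A mutant | signal = absorbance at 405 nm, 0 and 120 min | times = 1 h preincubation plus 2 h reaction at 25 °C | repeats = single replicate | read-out = % activation between DMSO and enzyme-spiked controls | medium = Zinc-free HEPES saline buffer with Triton X-100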
proCasp7 act: counter-screen: procaspase-7 (human) activation; P55210; recombinant procaspase-7, Ac-DEVD-pNA absorbance 405 nm; D23A/D198A/D206A triple mutant, cannot self-cleave; scale: DMSO 0, 5 µM enzyme 100; activation, % at 8.5 µM; hit rate 0.093% among 330,000;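 active means percent activation above the screen-wide mean plus 3 SD, cut at about 25% in these data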
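Test system: Procaspase-7 triple mutant (PC-7 D3A). Also added: Ac-DEVD-pNA substrate, 400 µM as added. Schedule: 1 h enzyme–compound preincubation and 2 h substrate reaction, both 25 °C. Signal: p-Nitroaniline absorbance at 405 nm, read at 0 and 120 min. Control set: low DMSO alone, high DMSO plus 5 µM PC-7.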
RPL19A-GFP yeast: alters RPL19A-GFP fluorescence in TOR pathway yeast screen; S. cerevisiae RPL19A-GFP strain, flow cytometry, 3 h; hits give low values; percent response vs DMSO, % at 10 µM; hit rate 0.3% among 330,000; AID 2025;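 active means percent response vs DMSO below 50%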;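 further: median channel GFP fluorescence of the barcoded RPL19A-GFP strain; ratio of sample median GFP to plate DMSO average so 100% = DMSO; lower means less RPL19A-GFP as with rapamycin TOR inhibition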
An asterisk follows results filed as active; . = not tested or not shown.

SMILES	LAP4 TOR yeast	MEP2-GFP yeast	ZTA DNA inh	AHR act	EBNA-1 inhibitor	proCasp3 act	proCasp7 act	RPL19A-GFP yeast
O=C(COC(=O)c1cnccn1)Nc1ccc(Cl)cc1	97	103	0	11	-10	3	-3	99
Cc1nn(Cc2ccc(F)cc2)c(C)c1NC(=O)c1cc(-c2ccco2)on1	123	107	-22	-2	1	-1	-10	98
CCCc1nc2oc3c(NCc4ccccn4)ncnc3c2c2c1COC(C)(C)C2	96	89	-8	1	6	4	6	97
COc1ccc(OC)c(S(=O)(=O)NCC(c2cccs2)N2CCc3ccccc3C2)c1 (stereo not given)	96	100	1	3	3	-8	5	98
Cc1ccc(-n2c(SCC(=O)NCC3CCCO3)nc3ccccc3c2=O)cc1 (stereo not given)	105	93	.	0	.	3	11	95
COc1ccc(C2C(C(N)=O)=C(C)Nc3nc(CCCO)nn32)cc1OC (stereo not given)	101	103	-10	-1	9	-1	4	100
CC(C)CC(=O)N1CCN(Cc2ccc3ccccc3c2)CC1	87	109	-11	-4	0	-5	-3	101
Cc1c(Cl)cccc1NC(=O)c1ccccc1-c1ccccc1C(=O)O	95	101	5	0	-2	8	11	104
COC(=O)c1ccccc1NC(=O)Nc1nnc(N2CCCCC2C)s1 (stereo not given)	96	99	6	-1	3	2	0	104
O=C(NNc1c2ccccc2nc2ccccc12)c1ccccc1O	90	95	-26	129*	5	-10	-18	94

Overlap with the part before: 2 entries, followed by the next part.
SMILES	LAP4 TOR yeast	MEP2-GFP yeast	ZTA DNA inh	AHR act	EBNA-1 inhibitor	proCasp3 act	proCasp7 act	RPL19A-GFP yeast
COC(=O)c1ccccc1NC(=O)Nc1nnc(N2CCCCC2C)s1 (stereo not given)	96	99	6	-1	3	2	0	104
O=C(NNc1c2ccccc2nc2ccccc12)c1ccccc1O	90	95	-26	129*	5	-10	-18	94
CC(C)(C)C(=O)Nc1ccc(S(=O)(=O)N2CCCC2)cc1	93	106	6	-1	1	0	-5	105
O=C(CSc1nc2c(c(=O)[nH]1)CCCC2)Nc1ccc(Cl)cc1F	91	90	13	4	-4	11	2	93
CCOC(=O)C1CCN(C(=O)/C=C/c2ccccc2)CC1	100	97	-16	9	-2	11	3	92
C[C@H](CO)N1C[C@H](C)[C@@H](CN(C)S(C)(=O)=O)Oc2ccc(NS(=O)(=O)c3ccccc3)cc2C1=O	100	102	.	-2	.	-4	6	97
Cc1cc(C)c(C)c(S(=O)(=O)NC(C)C(=O)O)c1C (stereo not given)	97	103	4	5	-15	-4	12	100
c1ccc(Cc2ccc(OCCn3cncn3)cc2)cc1	109	105	2	1	-4	-9	2	97
COc1cc2cc(C(=O)N/N=C/c3ccc(F)cc3)[nH]c2cc1OC	.	94	-8	31	7	5	6	91
O=S(=O)(Nc1cccnc1)c1ccc(Cl)cc1	97	100	8	0	-1	8	1	96
Cn1c(CC(=O)NCCO)c(Sc2ccccc2)c2ccccc21	97	98	4	5	5	8	-9	100
Cc1ccc(NC(=S)N/N=C/c2ccc(Cl)c([N+](=O)[O-])c2)cc1	93	93	10	7	-2	-2	-2	96
CCOC(=O)N1CCN(c2nc(-c3cccs3)nc3ccccc23)CC1	98	100	3	-3	-2	4	5	99
O=C(CNC(=O)c1ccccc1F)NCCc1ccc(Cl)cc1	104	102	-6	8	-7	7	4	94
Cc1ccc(C(=O)N2CCN(S(C)(=O)=O)C2)cc1	80	101	5	1	1	-2	-1	92
CN(C(=O)C1CCCCC1)C1CCS(=O)(=O)C1 (stereo not given)	103	106	-7	0	3	7	2	106
O=C(N1CCCC1)C12CC3CC(CC(Cl)(C3)C1)C2	98	103	-12	-1	-1	-5	2	101
COc1ccc(C(=O)N2CCN(C(C)=O)CC2)cc1S(=O)(=O)N1CCOCC1	98	101	-13	1	-3	-12	1	101
Cc1[nH]c(=O)[nH]c(=O)c1S(=O)(=O)Nc1ccc(S(N)(=O)=O)cc1	90	105	-18	1	-18	6	3	100
COc1ccc(C2CC(c3cccs3)=NN2C(=O)CSc2nc3c(cnn3-c3ccccc3)c(=O)[nH]2)cc1 (stereo not given)	110	103	-2	0	-11	6	-2	109
CC/C(=N/NC(=O)c1ccccc1)c1ccc(OCCN2CCOCC2)cc1	94	103	-1	13	3	1	-9	101
NC(=O)c1ccsc1NC(=O)Cc1ccc([N+](=O)[O-])cc1	96	96	5	-1	-1	1	5	98
CCn1cc(CCC(=O)O)c(C)n1	100	97	6	1	-10	4	7	97
CCOc1cc(C)nc(N2CCN(C3CCCCC3)CC2)n1	96	99	-18	4	4	7	1	100
Nc1ccccc1SC1CC(=O)N(c2ccc(Cl)c(Cl)c2)C1=O (stereo not given)	86	104	4	8	10	-1	4	98
CC(C)(C)NC(=O)C1CCN(C(=O)c2ccc(Br)cc2)CC1	101	103	9	0	6	2	7	105
COC(=O)[C@]1(C)N[C@H](CN(C)C(=O)Nc2ccccc2)[C@@H]2C(=O)N(Cc3ccccc3)C(=O)[C@@H]21	87	93	.	-1	.	12	4	86
CCN(CC)C(=O)c1ccc2c3c(cccc13)C(=O)N(CCc1ccc(OC)c(OC)c1)C2=O	119	177*	8	34	7	-6	13	104
CCOc1ccc(NC(=O)CCN2C(=O)c3ccccc3C2=O)cc1	101	99	20	-11	0	1	-7	100
O=C(CS(=O)(=O)c1ccccc1)Nc1nnc(-c2cccs2)o1	110	100	6	0	-2	7	3	96
CCn1cc(CN(C)C(=O)CSc2nc(-c3ccco3)cc(C(F)(F)F)n2)c(C)n1	101	107	11	2	17	-6	-4	100
Cc1cc(Cl)ccc1C(=O)C1CCCN(C(=O)c2ccoc2)C1 (stereo not given)	100	91	16	0	19	1	2	97

Entries of single compounds, quoted from the list:
O=C(CS(=O)(=O)c1ccccc1)Nc1nnc(-c2cccs2)o1 reads LAP4 TOR yeast: 110; MEP2-GFP yeast: 100; ZTA DNA inh: 6; AHR act: 0; EBNA-1 inhibitor: -2; proCasp3 act: 7; proCasp7 act: 3; RPL19A-GFP yeast: 96
CCn1cc(CCC(=O)O)c(C)n1 reads LAP4 TOR yeast: 100; MEP2-GFP yeast: 97; ZTA DNA inh: 6; AHR act: 1; EBNA-1 inhibitor: -10; proCasp3 act: 4; proCasp7 act: 7; RPL19A-GFP yeast: 97

Next part.
SMILES	LAP4 TOR yeast	MEP2-GFP yeast	ZTA DNA inh	AHR act	EBNA-1 inhibitor	proCasp3 act	proCasp7 act	RPL19A-GFP yeast
NS(=O)(=O)c1cc2c(cc1Cl)NC(c1ccccc1OCC(=O)O)NS2(=O)=O (stereo not given)	105	100	4	-1	-18	-7	2	101
C[C@@H]1CN([C@@H](C)CO)C(=O)c2cc(NC(=O)C3CC3)ccc2O[C@@H]1CN(C)Cc1ccc(Cl)c(Cl)c1	89	88	.	1	.	-7	1	91
CCOC(=O)N1CCC(NC(=O)C(CC(C)C)NC(=O)C2CCCCC2)CC1 (stereo not given)	96	99	-1	-6	-6	-7	2	100
COc1ccccc1N(CC(O)CN1C(C)CCCC1C)S(=O)(=O)c1ccccc1 (stereo not given)	95	99	-1	-3	-1	4	-10	97
Cc1ccc(S(=O)(=O)c2c(C)cc(C)[nH]c2=O)cc1	97	103	1	1	-18	5	-3	101
C/C(=N\OCC(=O)Nc1cc(C)cc(C)c1)c1ccc2c(c1)OCCO2	95	100	-9	24	-5	4	-2	99
CN(C)/C=N/C(=S)Nc1ccc(Cl)cc1	103	97	16	13	3	5	2	93
O=C(N/N=C/c1ccc2c(c1)OCO2)c1sc2cc(Cl)ccc2c1Cl	98	113	-10	22	-12	-7	-11	104
O=C(Cn1cc(C(F)(F)F)ccc1=O)NCc1ccc(F)cc1	96	101	10	5	-2	3	7	101
CCCCNc1cc(NC(C)=O)cc2cc(OC)c(OC)cc12	97	102	1	35	4	2	0	94
O=C(CN1C(=O)c2ccc([N+](=O)[O-])cc2C1=O)NCC1CCCO1 (stereo not given)	101	96	1	0	-3	0	0	103
O=C(CSc1nnc(COc2ccccc2)o1)NCCc1ccccc1	102	100	-2	6	0	6	10	105
COc1ccc(Cn2nnnc2C(c2cc3cc(C)cc(C)c3[nH]c2=O)N2CCOCC2)cc1 (stereo not given)	98	97	0	1	6	-5	0	96
CN(C)S(=O)(=O)c1cccc(NC(=O)COC(=O)c2cn(-c3ccccc3)nc2-c2ccccc2)c1	90	87	-5	-8	5	-4	0	99
CC(C)CCC(C(=O)O)C(C)CC(=O)Nc1ccn(-c2ccccc2)n1 (stereo not given)	105	98	9	-1	12	0	2	98
Nc1nonc1-c1nc2ccccc2n1CC(=O)N/N=C\c1ccc(-c2ccc(Cl)cc2)o1	98	106	24	3	15	4	9	102
CS(=O)(=O)N(CC(=O)N1CCN(Cc2ccccc2)CC1)c1cccc(Cl)c1	95	105	2	21	12	-1	4	102
Cc1ccc(CSc2ccc(S(=O)(=O)N3CCCC3)cn2)cc1	124	112	-6	-2	.	9	-5	97
C=CCOc1cccc(/C=C\c2nc(O)c([N+](=O)[O-])c(=O)[nH]2)c1	87	98	9	0	5	-3	8	101
Cc1noc(C)c1COc1ccc(C(=O)N(C)CCOc2ccccc2)cc1	108	100	10	0	.	10	-1	97
Brc1ccccc1-c1nnc(COc2ncnc3ccccc23)o1	86	93	-13	4	-3	2	2	96
Nc1nc(-c2ccccc2)cn1N	106	103	-10	38	-8	7	1	101
COc1ccc(CCNC(=O)CSc2nnc(-c3ccccc3)o2)cc1OC	95	109	-12	8	6	6	11	99
Brc1ccc(-c2csc(N3CCC(c4ccccc4)C3)n2)cc1 (stereo not given)	103	96	10	-6	4	34*	11	99
COc1ccc(-c2cc(C)no2)cc1S(=O)(=O)Nc1cccc(C)c1	106	97	-4	2	-22	-10	1	97
CCCCN(C)CCCNC(=O)C1(O)c2ccccc2NC(=O)N1c1ccc(Cl)cc1 (stereo not given)	99	107	0	1	16	11	1	101
Cc1cc(C)c(OCC(=O)Nc2ccc(N3CCOCC3)cc2)c(Br)c1	99	90	-1	1	5	1	-1	96
Cn1c(NCc2cccc(Br)c2)nc2ccccc21	101	103	5	27	-6	5	2	100
COc1ccc(-n2cnnc2SCC(=O)c2ccc(S(=O)(=O)N3CCOCC3)cc2)cc1	77	88	-4	0	-9	-13	10	91
CC(=O)c1cccc(NC(=S)NC(=O)Cc2ccccc2)c1	105	96	0	5	-3	0	2	101
O/N=C1/CCc2cccc3cccc1c23	92	102	2	17	-1	-6	2	95
C=CCOC(=O)CCCC(=O)NC1CCCCC1	104	100	3	2	2	-2	6	101
O=C(Nc1cccc(S(=O)(=O)N2CCCCCC2)c1)C1CCN(C(=O)c2ccc(F)cc2)CC1	106	109	-7	6	2	7	-3	102
Cc1cccc(N2CCN(C(=O)CCS(=O)(=O)c3ccc4c(c3)oc(=O)n4C)CC2)c1C	92	112	6	-3	-9	-1	-13	107
CCOC(=O)CNc1ncc([N+](=O)[O-])cc1C#N	107	110	-16	0	-8	11	5	100
CCOc1ccc(CN(C)CC(=O)Nc2cc(C)c(C)cc2[N+](=O)[O-])cc1	104	97	18	0	8	-7	4	96
NC(=O)C1=C[C@@H](c2ccc(C(F)(F)F)cc2)C[C@@H](OCCCCO)O1	121	86	-4	1	12	5	-3	97
CCOc1cc(CNCc2ccccn2)cc(Cl)c1OC	99	106	-25	3	-9	-4	-5	98
CC(=O)Nc1ccc(S(=O)(=O)NNC(=O)C(=O)NNc2ccccn2)cc1	97	111	-12	1	-4	18	-6	98
c1ccc(C2=NC(c3ccccc3)N=C(c3ccccc3)N2)cc1	117	130	7	-1	14	7	-1	96
Cc1ccc(OCC(=O)c2cc(C)c(C)cc2C)c([N+](=O)[O-])n1	101	96	10	1	3	-24	-24	98
CCOc1ccccc1CNC(=O)c1nn(C)c2c1CS(=O)(=O)c1ccccc1-2	99	104	-11	15	9	11	-1	97

Screening data deposited in PubChem by several laboratories.
